Screens deposited in PubChem by several laboratories.
MEKK2wt PB1 HTS: raises or lowers MEK5 binding to wildtype human MEKK2 PB1 domain; binding response (% of control), % at 10 µM; AID 1531; Q9Y2U5; bead flow cytometry, Alexa488-MEK5 binding to MEKK2 WT; actives lie on both sides; hit rate 1.1% among 290,000; in the data active means binding response below about 67% or above about 130%
MEKK2 mut-MEK5: signal of MEK5 binding to mutant human MEKK2 PB1 domain | bead flow cytometry, Alexa488-MEK5 binding to MEKK2 mutant | percent response, % at 10 µM | hit rate 0.35% among 290,000 | AID 1530; in the data active means percent response above about 24%, passing the limit was not always enough; further: inactives centre near 1; some results filed as inactive read as strong as hits
M18AAP inhibitor: blocks P. falciparum M18 aspartyl aminopeptidase. recombinant PfM18AAP, H-Glu-NHMec fluorogenic cleavage. inhibition, % at 7.35 µM. hit rate 1.2% among 290,000;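 active means inhibition above the campaign mean inhibition over all tested compounds plus 3 SD, cut at about 28% in these data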;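 further: 0% = plate median of test compound wells and 100% = 2 mM ZnCl2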
IMP-1 inhibitor: blocks Pseudomonas aeruginosa IMP-1 metallo-beta-lactamase. purified IMP-1, nitrocefin hydrolysis, epi-absorbance fluorescence. inhibition, % at 5.6 µM. hit rate 0.45% among 290,000. AID 1556;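 active means inhibition above the mean plus 3 SD of all compounds in the same screening run, cut at about 4.5% in these data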;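 further: 0% = IMP-1 with DMSO and 100% = DMSO wells lacking enzyme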
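System: Purified IMP-1 | Read-out basis: Percent enzyme inhibition | Controls: IMP-1 with DMSO as 0%, enzyme-free DMSO as 100% | Replicates: One well per compound | Doses: 5.6 µM nominal single concentration | Detection: Epi-absorbance fluorescence, 480 nm excitation, 530 nm emission | Incubation: 25 °C, 15 min preincubation, 25 min reaction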
NALP1 inh: inhibitors of NALP1 inflammasome in yeast | S. cerevisiae NALP1/ASC/caspase-1 growth, X-gal OD620, 72 h | inhibition, % at 10 µM | hit rate 0.61% among 280,000 | AID 2071; in the data active means inhibition mostly above about 24%, no sharp cut-off; inactive means mostly below about 32%; further: some compounds called inactive have numbers as strong as hits
VIM-2 inhibitor: inhibitors of Pseudomonas aeruginosa VIM-2 metallo-beta-lactamase | purified VIM-2, nitrocefin hydrolysis, epi-absorbance fluorescence | inhibition, % at 5.6 µM | hit rate 0.89% among 290,000 | AID 1527;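 active means inhibition above the mean of all tested compounds plus 3 SD, cutoff set per screening run, cut at about 7.5% in these data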;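 further: red hydrolysis product quenches plate fluorescence so inhibitors raise well fluorescence; 0% = enzyme with DMSO and 100% = DMSO without enzyme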
HCV NS3 hel inh: HCV NS3 helicase inhibition. inhibition, % at 10.9 µM. hit rate 0.56% among 290,000. NS3 helicase DNA unwinding, Cy5 molecular beacon fluorescence;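 active means inhibition above the mean of all tested compounds plus 3 SD, set per campaign, cut at about 35% in these data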;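 further: 0% = DMSO wells and 100% = thioflavine S control wells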
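Test system: hepatitis C virus NS3 helicase domain fragment enzyme. Also added: annealed dual-labelled DNA beacon duplex, ATP-started. Timing: 60 min unwinding reaction at 25 °C after ATP addition. Technique: Cy5 fluorescence. Measure: % inhibition of unwinding.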
FID counter: counter-screen for HCV NS3 helicase inhibitors: DNA intercalator displacement; DNA fluorescent intercalator displacement, fluorescence; inhibition, % at 7.9 µM; hit rate 0.17% among 290,000; in the data active means inhibition above about 37%;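 further: 0% = vehicle and 100% = reference compound; higher means more ethidium bromide displaced from hairpin DNA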
SUMO HTRF inh: blocks human SUMOylation mediated by UBC9. P63279. HTRF SUMOylation assay, SAE1/SAE2 + UBC9, in vitro. inhibition, % at 35 µM. hit rate 0.36% among 290,000; in the data active means inhibition above about 50%, passing the limit was not always enough; further: strong numbers were not always called active
Target sequence (P63279 whole entry, looked up): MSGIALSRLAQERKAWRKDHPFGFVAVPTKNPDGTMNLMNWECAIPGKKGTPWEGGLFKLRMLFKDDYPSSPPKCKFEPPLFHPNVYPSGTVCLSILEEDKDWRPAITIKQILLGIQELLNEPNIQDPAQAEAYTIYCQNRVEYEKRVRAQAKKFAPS
Starred values were filed as active, the others as inactive; / = no result given.

Each structure is followed by: MEKK2wt PB1 HTS, MEKK2 mut-MEK5, M18AAP inhibitor, IMP-1 inhibitor, NALP1 inh, VIM-2 inhibitor, HCV NS3 hel inh, FID counter, SUMO HTRF inh
O=C(NC1CCN(Cc2ccc(Cl)cc2Cl)CC1)c1ccccc1
 : 103, 4, 2, -2.3, 25, -2.1, 4, -1, -18
Cc1nc2ccccc2cc1C(=O)NCc1ccc(F)cc1
 : 93, 0, -5, -2.4, 14, -1.9, -2, -2, -2
Cc1ccc(CNC(=O)Cn2nnc(C(=O)Nc3ccc(Br)cc3)c2N)cc1
 : 104, 2, 5, -2.1, -2, -5.9, 0, -9, 12
NC(=O)C(c1ccccc1)c1ncc(C(F)(F)F)cc1Cl (centres undefined)
 : 93, -2, -3, -1.8, 0, -1.1, -4, 0, 24
COC(=O)c1ccccc1Nc1ccccc1
 : 100, 1, 4, -3.5, 8, -2.6, -2, -1, 8
O=C(c1cccc(-n2cnnn2)c1)N1CC=C(c2ccccc2)CC1
 : 98, 0, 2, -2.2, 2, -1.3, 0, -14, -2
CN(C)CCOCCSc1ccc(Cl)cc1
 : 111, 6, 12, -4.0, -24, -1.6, -5, 9, -12
CCOC(=O)N1CCN(C(=O)c2ccc(CSc3ccc(Cl)cc3)cc2)CC1
 : 63, -24, -2, -1.1, -4, -0.9, -8, -18, 17
Cn1c(=O)[nH]c2cc3ccccc3cc21
 : 102, 1, -2, -2.1, 1, -1.9, -6, 4, -7
O=C1N(C2CCCC2)C[C@@H]2C[C@@H](c3cccn3-c3ccccn3)N3CCC[C@@]123
 : 100, 4, -12, -1.8, -2, -1.1, 7, 0, -3
COc1ccc(C)cc1S(=O)(=O)NCc1cccs1
 : 99, -2, 1, -2.5, 14, -3.1, -9, -1, -11
CCN(CC)C(=O)C1(P(=O)(c2ccccc2)c2ccccc2)CCC1
 : 99, -5, 6, -2.1, /, -1.5, 12, -20, 10
Cc1ccc(-n2c(Cn3ncc4ccccc4c3=O)n[nH]c2=S)cc1
 : 101, 0, 23, -5.1, -11, -0.2, 6, -9, 12
CC1(C)NC(=O)N(CC(O)CN2C(=O)CCC2=O)C1=O (centres undefined)
 : 100, -1, 2, -2.2, 12, -0.2, 2, 3, 6
O=C(NC(=S)NC(=O)c1ccccc1F)c1ccccc1F
 : 92, -3, 21, -2.0, 8, -1.8, 1, 13, 11
Nn1c(SCC(=O)Nc2ccc(S(=O)(=O)N3CCCC3)cc2)nnc1C(F)(F)F
 : 106, 1, 1, -1.3, 4, -0.6, -1, -8, -4
Cc1ccc2nc(Nc3ccccc3)c(C=O)c(=O)n2c1
 : 112, 4, -2, -3.6, /, -0.1, -1, -1, 14
CC(/C=C/c1ccc(C)o1)=C\C(=O)O
 : 116, 4, -15, -1.6, -1, -1.9, 14, -4, 1
c1ccc(-n2cnc3ccccc32)nc1
 : 101, 0, -2, -1.4, 3, 1.0, 1, -4, 0
COc1ccc(C)cc1NC(=O)C1CCN(C(=O)c2ccc(C(C)(C)C)cc2)CC1
 : 96, -1, 2, -1.8, 20, -3.9, -1, -44, 4
COc1ccccc1NC(=O)c1ccc(-c2ccccc2F)o1
 : 99, 0, -12, -0.2, -2, 0.7, -6, -10, 3
CCn1cc(CN2CCC(n3nccc3NC(=O)c3cccc(F)c3)CC2)cn1
 : 130, 13, 5, -1.7, 3, -3.3, -21, 2, 8
CCCc1nnc(NC(=O)CCC(=O)N2CCN(S(=O)(=O)c3ccc(F)cc3)CC2)s1
 : 78, -13, -19, -0.8, /, 0.6, 1, -22, 12
CCOc1ccc(S(=O)(=O)N2CCN(C(=O)c3ccncc3)CC2)cc1
 : 102, 1, -5, -0.3, 22, -1.1, 8, -14, -1
Cc1ccc(C(=O)OCC(=O)Nc2ccccc2)cc1NC(=O)c1ccco1
 : 97, -8, 1, -2.7, 26, -1.6, 3, -8, 12
COc1cc(SC)ccc1C(=O)N1CCN(c2ccc(O)cc2)CC1
 : 104, 0, 37*, -2.4, 6, -2.9, 15, -5, 4
Cc1nn(CC(=O)N/N=C/c2cccs2)c(C)c1[N+](=O)[O-]
 : 99, 3, 1, -2.6, -1, -3.5, 1, -4, 18
COc1ccc(CNC(=O)COC(=O)c2n[nH]c3ccccc23)cc1OC
 : 101, -3, 1, 2.9, 1, -1.3, -2, -14, 10
CCN(CC)C(=O)c1[nH]cnc1C(=O)N[C@@H](C)C(=O)OCc1ccccc1
 : 109, 10, 4, -3.6, -8, -3.6, -8, -19, 11
CCc1ccc(-c2cc3c(=O)n(CC(=O)NCCCN4CCN(CC)CC4)nc(C)n3n2)cc1
 : 104, 1, -4, -3.5, 5, 1.8, -27, 31, 1

The listing continues.
Each structure is followed by: MEKK2wt PB1 HTS, MEKK2 mut-MEK5, M18AAP inhibitor, IMP-1 inhibitor, NALP1 inh, VIM-2 inhibitor, HCV NS3 hel inh, FID counter, SUMO HTRF inh
COc1ccc(NC(=O)CN2C(=O)COc3ccc(S(=O)(=O)N4CCCCCC4)cc32)cc1
 : 100, 1, 7, -0.8, -1, -2.0, 27, -32, 8
CCc1nnc(NS(=O)(=O)c2ccc(NS(=O)(=O)c3ccc(NC(C)=O)cc3)cc2)s1
 : 105, 5, -1, -6.1, 17, -5.4, 3, -19, -5
CCOC(=O)c1c(C)[nH]c(N=Nc2ccccc2)c1C
 : 105, 3, 3, 0.2, -4, -6.3, -15, -8, 2
CCC(C)[C@H](NC(=O)C1CCN(C(=O)[C@H](Cc2ccccc2)NC(=O)OC(C)(C)C)CC1)C(=O)O (some centres undefined)
 : 104, 0, -10, -1.5, 24, -0.3, 20, -33, 7
CCn1c(=O)cc(OCC(=O)Nc2nc(C)cs2)c2ccccc21
 : 99, 7, 9, -1.5, 28, -2.2, -3, -23, -8
COc1ccc(NC(=O)c2cccc(N3C(=O)C4CCC(C)CC4C3=O)c2)c(OC)c1 (centres undefined)
 : 99, -6, -5, -0.5, 19, -1.5, -14, -36, 2
O=[N+]([O-])c1cccc(NC(=S)N2CCN(S(=O)(=O)c3ccccc3)CC2)c1
 : 109, 7, 5, -2.5, 12, -1.7, 3, -3, 4
O=C(CN1C(=O)NC2(CCCC2)C1=O)Nc1ccc(F)cc1
 : 104, -2, 1, -5.2, 4, -4.9, 2, -4, 10
CCN(CC)c1ccc(N=Cc2cc(Br)ccc2O)cc1
 : 101, 0, 37*, -2.6, -5, -2.8, 27, -14, -26
Cc1ccccc1-c1nn(-c2ccc(F)cc2F)cc1CNCCCN(C)C
 : 140*, 23, -2, -0.2, 22, 1.0, -50, 42*, 16
CCS(=O)(=O)c1cc([N+](=O)[O-])c(Sc2ccccc2N)s1
 : 91, -12, 39*, -2.9, 6, 0.3, 2, -5, 17
O=C1c2cc([N+](=O)[O-])ccc2-c2ncccc21
 : 90, -9, -1, -2.5, 1, -0.1, 14, 0, 19
c1ccc2c(-c3nn4nnnc4c4ccccc34)cccc2c1
 : /, /, 1, -4.0, 12, -2.3, -4, -11, 27
CCCCCn1c(=O)c(Cc2ccccc2)c(O)c2ccccc21
 : 106, 5, 1, -0.6, 8, -1.1, 11, -14, -11
COCc1cc(C)nc(OCC(=O)N/N=C/c2ccc(-c3cc([N+](=O)[O-])ccc3C)o2)c1C#N
 : 104, 5, -2, -2.2, 33, -0.4, -4, 4, 5
COc1ccccc1/C=C/C(=O)NC(=S)N1CCN(C)CC1
 : 99, 0, 8, -2.9, 2, -4.3, 7, -3, 7
O=C(Nc1ccc(Cl)c(Cl)c1)c1ccc(Cn2cc(Cl)cn2)cc1
 : 107, 5, -2, 1.0, -2, 0.2, -8, 1, -6
O=C1OCCC1Sc1nnc(-c2ccc(Br)cc2)o1 (centres undefined)
 : 99, 5, -9, -5.1, -26, 1.2, -4, -2, 1
CCOc1ccc(/C=C2/C(=N)N3OC(C)=CC3=NC2=O)cc1OC
 : 95, -2, -1, -2.2, 5, -0.1, -6, -9, -4
CC(C)Oc1cccc(C(=O)Nc2ccc(NC(=O)c3ccco3)cc2)c1
 : 97, 1, 9, -4.4, 30, -4.2, 1, -8, 31
COC(=O)c1ccc2c(=O)n(-c3ccccc3)c(=S)[nH]c2c1
 : 97, 29, -4, -2.7, -10, -6.1, 14, -6, 16
O=C(NCCc1ccccc1)C1CCCN1S(=O)(=O)c1ccccc1 (centres undefined)
 : 98, 4, 0, -5.3, 0, -3.5, 15, -14, 9
CC(C)C(=O)N1CCC(c2nc(-c3ccc(S(=O)(=O)N4CCCC4)cc3)no2)CC1
 : 90, -6, -8, 0.1, 4, -2.2, -1, -2, -9
CCC(C)n1c(=N)c(C#N)cc2c(=O)n3ccccc3nc21 (centres undefined)
 : 95, 2, -13, -2.5, 6, -3.0, 0, -3, 20
O=C(CSc1nnc(NC(=O)C2CC(=O)N(c3ccc(F)cc3)C2)s1)NC1CCCC1 (centres undefined)
 : 104, 6, 3, -3.0, 0, -1.9, 13, -32, 15
S=C(NCCc1cccc(Cl)c1)NC1CCCCC1
 : 107, 3, 4, -2.8, 1, -7.2, -1, -19, -5

An excerpt of the results above:
Each structure is followed by: MEKK2wt PB1 HTS, MEKK2 mut-MEK5, M18AAP inhibitor, IMP-1 inhibitor, NALP1 inh, VIM-2 inhibitor, HCV NS3 hel inh, FID counter, SUMO HTRF inh
COc1ccc(NC(=O)CN2C(=O)COc3ccc(S(=O)(=O)N4CCCCCC4)cc32)cc1
 : 100, 1, 7, -0.8, -1, -2.0, 27, -32, 8
CCc1nnc(NS(=O)(=O)c2ccc(NS(=O)(=O)c3ccc(NC(C)=O)cc3)cc2)s1
 : 105, 5, -1, -6.1, 17, -5.4, 3, -19, -5
CCOC(=O)c1c(C)[nH]c(N=Nc2ccccc2)c1C
 : 105, 3, 3, 0.2, -4, -6.3, -15, -8, 2
CCC(C)[C@H](NC(=O)C1CCN(C(=O)[C@H](Cc2ccccc2)NC(=O)OC(C)(C)C)CC1)C(=O)O (some centres undefined)
 : 104, 0, -10, -1.5, 24, -0.3, 20, -33, 7
CCn1c(=O)cc(OCC(=O)Nc2nc(C)cs2)c2ccccc21
 : 99, 7, 9, -1.5, 28, -2.2, -3, -23, -8
COc1ccc(NC(=O)c2cccc(N3C(=O)C4CCC(C)CC4C3=O)c2)c(OC)c1 (centres undefined)
 : 99, -6, -5, -0.5, 19, -1.5, -14, -36, 2
O=[N+]([O-])c1cccc(NC(=S)N2CCN(S(=O)(=O)c3ccccc3)CC2)c1
 : 109, 7, 5, -2.5, 12, -1.7, 3, -3, 4
O=C(CN1C(=O)NC2(CCCC2)C1=O)Nc1ccc(F)cc1
 : 104, -2, 1, -5.2, 4, -4.9, 2, -4, 10
CCN(CC)c1ccc(N=Cc2cc(Br)ccc2O)cc1
 : 101, 0, 37*, -2.6, -5, -2.8, 27, -14, -26
Cc1ccccc1-c1nn(-c2ccc(F)cc2F)cc1CNCCCN(C)C
 : 140*, 23, -2, -0.2, 22, 1.0, -50, 42*, 16
CCS(=O)(=O)c1cc([N+](=O)[O-])c(Sc2ccccc2N)s1
 : 91, -12, 39*, -2.9, 6, 0.3, 2, -5, 17
O=C1c2cc([N+](=O)[O-])ccc2-c2ncccc21
 : 90, -9, -1, -2.5, 1, -0.1, 14, 0, 19
c1ccc2c(-c3nn4nnnc4c4ccccc34)cccc2c1
 : /, /, 1, -4.0, 12, -2.3, -4, -11, 27
CCCCCn1c(=O)c(Cc2ccccc2)c(O)c2ccccc21
 : 106, 5, 1, -0.6, 8, -1.1, 11, -14, -11
